Source: PubChem BioAssay (National Center for Advancing Translational Sciences (NCATS))
TexasRed fluor = Texas Red fluorescence interference in TRb-SRC2 counter-screen. Potency, µM (highest dose often 106 µM), inactives show at the highest dose fluorescence change, negative = quenching. TRb/SRC2 Texas Red total fluorescence interference. 280,000 tested, 0.29% active; active = well fitted curve in either direction with a large enough effect; inconclusive = small, poorly fitted or top-dose-only effect; note: % is set by controls: 0 for no effect and ±100 for the full control effect
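Human TRβ ligand-binding domain (0.6 uM) and Texas Red SRC2 peptide (20 nM) in Tris buffer with 1 uM T3 and 5% DMSO were incubated with pinned compound for 5 hr at ambient temperature. Total fluorescence was computed as S + 2P (555/632 nm).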
L3MBTL1 inh = inhibitors of human L3MBTL1; Q9Y468; AlphaScreen L3MBTL1–H3K9me1 peptide binding; Potency, µM (doses to about 57.1 µM), without a hit: top-dose activity, negative = inhibition, most hits filed as inhibitors; 230,000 tested, 0.66% active; note: % is set by controls: 0 for no effect and ±100 for the full control effect; nearly all actives have a fitted effect of over 60% in size
Target sequence (Q9Y468 whole entry, looked up): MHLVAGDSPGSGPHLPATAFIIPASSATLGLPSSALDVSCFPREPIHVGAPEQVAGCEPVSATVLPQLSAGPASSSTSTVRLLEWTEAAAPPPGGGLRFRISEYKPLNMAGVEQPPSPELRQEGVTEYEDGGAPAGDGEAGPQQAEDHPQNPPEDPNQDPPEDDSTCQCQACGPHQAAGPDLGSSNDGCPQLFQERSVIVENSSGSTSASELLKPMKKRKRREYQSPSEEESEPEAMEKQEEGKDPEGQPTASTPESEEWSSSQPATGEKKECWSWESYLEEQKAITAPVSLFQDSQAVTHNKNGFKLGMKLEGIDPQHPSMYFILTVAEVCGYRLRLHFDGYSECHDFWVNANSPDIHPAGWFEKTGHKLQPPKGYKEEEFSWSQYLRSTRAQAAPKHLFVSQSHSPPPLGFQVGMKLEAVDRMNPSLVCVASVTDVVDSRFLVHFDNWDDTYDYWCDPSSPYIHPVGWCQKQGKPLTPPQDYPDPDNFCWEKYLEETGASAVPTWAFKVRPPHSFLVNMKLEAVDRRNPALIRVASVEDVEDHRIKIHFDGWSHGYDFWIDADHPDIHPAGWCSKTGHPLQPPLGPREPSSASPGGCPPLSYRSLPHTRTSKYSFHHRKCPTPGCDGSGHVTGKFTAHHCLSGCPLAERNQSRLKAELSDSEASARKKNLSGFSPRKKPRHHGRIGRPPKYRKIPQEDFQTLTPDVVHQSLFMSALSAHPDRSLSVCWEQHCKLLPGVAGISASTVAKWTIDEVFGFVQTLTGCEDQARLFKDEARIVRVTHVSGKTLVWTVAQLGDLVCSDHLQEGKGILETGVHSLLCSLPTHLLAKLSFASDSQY
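AlphaScreen assay: L3MBTL1 (50 nM final) was preincubated 30 min at room temperature with biotinylated H3(1-15)K9me1 peptide (75 nM final), then 30 min with library compounds; streptavidin donor and nickel chelate acceptor beads (10 ug/mL final) added, 30 min dark.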
Tau fluor cs = counter-screen for tau fibril formation inhibitors; tau K18 P301L Alexa594 fluorescence, heparin fibrillization; Potency, µM (highest dose often 57.7 µM), without a hit: at the highest dose activity change, negative = decrease; 280,000 tested, 0.93% active; AID 1463; note: % is set by controls: 0 for no effect and ±100 for the full control effect; nearly all actives have a fitted effect of over 55% in size
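Human tau K18 P301L (15 uM unlabeled, 0.24 uM Alexa 594-labeled) in 100 mM sodium acetate pH 7 with 20 uM heparin, 6 hr at 37 C. ThT 30 uM added, 1 hr ambient; Alexa 594 FP and total fluorescence read at 555/632 nm.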
RECQ1 inh = inhibitors of human RECQ1 DNA helicase; P46063; RECQ1 DNA unwinding, red fluorescence kinetic read; Potency, µM (highest dose often 57.3 µM), for inactives: at the highest dose activity, negative = inhibition, actives largely listed as inhibitors; 240,000 tested, 0.54% active;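 note: plate controls were vehicle for no effect and no enzyme for full effect; nearly all actives have a fitted effect of over 30% in size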
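50 nM RECQ1T1 preincubated 15 min with compound in Tris pH 8.0 buffer with MgCl2, DTT, Tween-20 and 2.5 ug/ml poly(dI-dC); started with 200 nM TAMRA/BHQ-2 forked duplex and 2 mM ATP. Unwinding read as fluorescence (525/598 nm), two reads 2 h apart.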
TRb-SRC2 inh = disrupts binding of human TR beta to SRC2 | TRbeta-SRC2 peptide binding, fluorescence polarization; receptor liganded with 1 µM T3 | Potency, µM (titrated, usually from 106 µM), for the others: at the top dose activity change, negative = inhibition, actives largely listed as inhibitors | 280,000 tested, 0.065% active;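 note: plate controls were bound peptide for no effect and peptide without receptor for full effect; nearly all actives have a fitted effect of over 50% in size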
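Human TRb LBD (0.6 uM) plus Texas Red-labeled SRC2 peptide (20 nM), 1uM T3, 5% DMSO, 5 hr at ambient temperature. Decreased polarization (555/632 nm) flags inhibition; data normalized to free and bound peptide controls.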
HTT ATP protect = Huntington cell model cytoprotection by ATP luminescence. PC12 HTT-Q103 induced, cytoprotection, ATP luminescence, 40 h. Potency, µM (doses to about 56.4 µM), without a hit: cytoprotection (ATP increase), most hits filed as activators. 230,000 tested, 0.14% active. AID 1471;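 note: % of control where 0% means no effect; nearly all actives have a fitted effect of over 45% in size; toxic huntingtin expression switched on by the ecdysone agonist tebufenozide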
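Compounds added alongside 100 nM tebufenozide, which induces toxic Q103 huntingtin exon 1-GFP in stable PC12 cells; surviving cells quantified by luminescent ATP measurement. Medium: phenol red-free DMEM, 5% equine and 5% calf serum.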
Tau fibril ThT = blocks human tau fibril formation measured by thioflavin T | AID 1460 | Potency, µM (top dose mostly 57.4 µM), inactives show top-dose activity, negative = inhibition, usual class: inhibitors | P10636 | recombinant tau K18 P301L (four-repeat tau fragment), heparin-induced fibrillization, ThT fluorescence | 270,000 tested, 2.1% active; note: % is set by controls: 0 for no effect and ±100 for the full control effect; nearly all actives have a fitted effect of over 55% in size
Target sequence (P10636 561-689 P618L limits assumed): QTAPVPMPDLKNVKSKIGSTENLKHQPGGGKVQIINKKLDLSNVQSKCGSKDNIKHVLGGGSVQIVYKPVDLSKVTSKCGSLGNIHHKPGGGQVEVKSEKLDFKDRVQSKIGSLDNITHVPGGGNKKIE
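Recombinant human tau K18 fragment […] carrying P301L, 15 uM unlabeled plus 0.24 uM Alexa 594-labeled, was fibrillized with 20 uM heparin in 100 mM sodium acetate pH 7 for 6 hr at 37 C; 30 uM ThT fluorescence read after 1 hr.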
Tau fibril FP = inhibitors of human tau fibril formation | AID 1468 | 280,000 tested, 0.39% active | K18 P301L tau heparin fibrillization, Alexa594 FP, 6 h | P10636 | Potency, µM (series often up to 57.7 µM), without a hit: at the top dose activity, negative = inhibition, usual class: inhibitors; note: % is set by controls: 0 for no effect and ±100 for the full control effect; nearly all actives have a fitted effect of over 55% in size
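K18 P301L tau (15 uM unlabeled/0.24 uM Alexa 594-labeled, final) + compound + heparin 20 uM final; 100 mM NaOAc pH 7; 6 hr 37 C; ThT 30 uM final added, 1 hr RT; FP ex 555/em 632 nm.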
* hit, by the source's call; i = inactive; ? = inconclusive; . = not tested or not shown; & = joins results of further samples; [ ] = another dose, or the depositor's remark. Unless noted, calls come from the whole dose curve; as a rule, active = well fitted curve in the direction sought with a large enough effect; inconclusive = small, poorly fitted or top-dose-only effect, or another doubt; inactive = no such curve, though single readings can be large; an effect the other way counts as inactive or inconclusive. Potency is the fitted concentration of half-maximal effect. These rows are one share of the data; count on the stated rates, not on these rows.

SMILES	TexasRed fluor	L3MBTL1 inh	Tau fluor cs	RECQ1 inh	TRb-SRC2 inh	HTT ATP protect	Tau fibril ThT	Tau fibril FP
Cc1ccc(S(=O)(=O)c2cnc(SC(C)C(=O)Nc3ccccc3)[nH]c2=O)cc1 (configuration not stated)	8%	.	-12%	.	-6%	.	-6%	0%
COc1ccc(CCNC(=O)CCc2cn(Cc3ccccc3Cl)c3ccccc23)c(OC)c1	-2%	.	-19%	.	0%	.	-11%	7%
CCN(C(=O)Cc1nc(N)n[nH]1)C1(C(=O)Nc2ccccc2)CCCCC1	-2%	11µM*	7%	i	3%	-25%	2%	0%
COC(=O)c1nnn(CC(=O)NC(=O)Nc2ccccc2F)c1C(=O)OC	0%&-2%	.	0%&-16%	i	1%&-1%	-20%	-1%&-8%	-3%&-6%
Cc1ccc(S(=O)(=O)c2nnn3c2nc(NC2CCCCCC2)c2sccc23)cc1C	0%	.	-26%	.	-5%	.	-3%	?
O=C(NCc1cccnc1)c1sc2cc(Cl)ccc2c1Cl	-3%	3%	-15%	-2%	-7%	-15%	-10%	3%
Nc1nc2c(nc(Br)n2C2O[C@H]3COP(=O)(O)O[C@@H]3C2O)c(=O)[nH]1 (some centres not stated)	-1%	.	-4%	i	-4%	.	?	3%
COc1ccccc1[C@H]1C(c2cccc(Cl)c2)=NN(c2ccccc2)[C@@H]1CO	-1%	143%[activator]	20µM*[quencher]	i	5%	-158%[inhibitor]	-17%[81.4 µM]	?
CC(C)CCN1CCN(Cc2cnc(-c3ccccc3)s2)CC1CCO (configuration not stated)	-4%	-8%	-11%	i	-7%	10%[10 µM]	6%	-3%
CCOc1ccc(CN(CCC#N)C(=S)NC(=O)c2ccccc2)cc1	-1%	-2%	-8%	-3%	3%	5%[10 µM]	-3%	0%
CCOC(=O)C1=C(C)NC(C)=C(C(=O)OCC)C1C(=O)OCC(=O)NC(C)C	2%	.	3%	-6%	5%	9%	3%	2%
COC(=O)Cc1ccc(NC(=S)N2CCCC(C)C2)cc1 (configuration not stated)	-2%	-2%	3%	-2%	3%	.	1%	-4%
CC1CN(C(=O)c2ccc(COc3ccc(C(C)C)cc3)o2)CC(C)O1 (configuration not stated)	0%[53 µM]	1%	-11%	-11%	-7%[53 µM]	-10%[10 µM]	?	2%
CC(C)C1NC(C(=O)O)Cc2c1[nH]c1ccccc21 (configuration not stated)	-5%	0%	-15%	-3%	6%	-1%	?	?
CSc1nc2c(c(=O)[nH]c(=O)n2C)n1C/C=C(\C)Cl	3%	-4%	-11%	0%	2%	-10%[0.074 µM]	-16%	-10%
O=S(=O)(N/N=C\C=C\c1ccccc1)c1ccc(Cl)cc1	-8%	3%	-22%	-5%	-4%	4%	-12%	3%
COc1ccccc1OCc1ccc(C(=O)NC(C)(C)C)o1	-7%	-1%	-2%	-3%	7%	21%[1.9 µM]	-3%	-10%
CCCCCCC(=O)Nc1ccc(Br)cn1	0%	.	5%	i	4%	21%[10 µM]	.	0%
COc1ccc(/C=C/C(=O)NC2CCCCCCC2)cc1S(=O)(=O)N1CCOCC1	-2%[53 µM]	1%	1%	3%	5%[53 µM]	-13%[10 µM]	1%	1%
CN1CCN(C(CNC(=O)C(=O)Nc2ccc(F)cc2)c2cccnc2)CC1 (configuration not stated)	4%	.	-21%	.	-5%	.	?	-9%
Cc1ccc(N2C(=O)NC(NS(=O)(=O)c3ccccc3)(C(F)(F)F)C2=O)cc1C (configuration not stated)	-18%	.	1%	.	5%	.	-7%	-1%
Cc1c(C(=O)N2CCCCCC2)c(S(=O)(=O)N(Cc2ccccc2)C(C)(C)C)c(C)n1C	-1%	.	10%	.	-4%	.	3%	-6%
O=C(CCCc1ccccc1)Nc1cccnc1Cl	1%	9%	-1%	i	-1%	2%	-2%	-2%
OCCNCc1cccc(Br)c1	-1%	11%	11%	i	-5%	20%	7%	1%
CCOc1ccc2nc(Cl)c(C3CC(c4ccco4)=NN3S(C)(=O)=O)cc2c1 (configuration not stated)	-6%	0%	-19%	-7%	0%	6%[10 µM]	-10%	-5%
CC1=C(C(=O)Nc2ccccc2)C(c2ccccn2)n2nc(SCc3ccccc3)nc2N1 (configuration not stated)	-3%	.	-24%	.	5%	.	-3%	0%
C/C(CC(=O)Nc1cccc(Cl)c1)=N\NC(=O)Cc1ccc(Cl)cc1	-2%	7%	-27%	i	5%	?	-3%	?
Cc1ccc(-n2c(NN)nc3ccccc3c2=O)c(C)c1	-3%	-11%	-11%	-4%	4%	.	?	-9%
CC(C)N(C(=O)COC(=O)c1ccc([N+](=O)[O-])cc1)c1ccccc1	-4%	20%	-13%	7%	2%	-5%[10 µM]	-8%	1%
COC(=O)C1=C(Nc2ccc(C)cc2)C=C(C)C(C(=O)OC)C1c1ccc(F)cc1 (configuration not stated)	-8%	31%[activator]	-14%	-9%	5%	4%[10 µM]	-11%	-4%
O=C(NCc1ccc2c(c1)OCO2)c1ccc(CSCc2cccc(Cl)c2)o1	0%	-12%	-27%	-17%	2%	23%[10 µM]	?	4%
COC(=O)c1sc2ccccc2c1C(=O)OC	2%	3%	-11%	2%	0%	-2%	-14%	8%
CCOc1ccccc1NC(=O)CN1C(=O)COc2ccc(S(=O)(=O)N3CCCCC3)cc21	1%	.	-10%	.	1%	.	-2%	3%
CC(=O)NNC(=S)NCCc1ccccc1	1%	5%	1%	i	0%	-8%[10 µM]	-1%	-2%
O=C(Nc1nc2n(n1)C(c1ccc(Cl)cc1)C=C(c1ccccc1)N2)c1ccco1 (configuration not stated)	-4%	.	11%	.	9%	.	2%	4%
Cc1cccc(C)c1N1CCN(S(=O)(=O)c2ccc(F)cc2)CC1	-2%	.	-15%	2%	-3%	-4%[0.074 µM]	-20%	-11%
Cc1ccc(C)c(N2CCN(C(=O)c3ccc4c(Cl)c5c(nc4c3)CCCC5)CC2)c1	0%	.	-12%	.	5%	.	?	-5%
Cc1cccc(C)c1OCCn1c(C2CC(=O)N(Cc3ccc(F)cc3)C2)nc2ccccc21 (configuration not stated)	-3%	.	-20%	.	2%	.	?	3%
O=C(C1CC1)N1CCN(c2nc3c(F)cc(F)cc3s2)CC1	0%	.	-14%	.	3%	.	?	?
CCOC(=O)CNC(=O)c1ccc2[nH]c3ccccc3c2c1	-1%	4%	-13%	10%	-9%	-10%[10 µM]	1%	1%
C=CCn1c(SCc2cccnc2)nnc1-c1ccncc1	2%	7%	-4%	i	6%	8%	-1%	-6%
COc1ccccc1Cn1ccn(Cc2c(F)cccc2Cl)c(=O)c1=O	-3%	.	-29%	.	2%	.	-1%	-9%
O=C(Nc1ccc(Br)cc1)C1OCCc2ccccc21 (configuration not stated)	0%	.	-8%	i	-5%	13%[10 µM]	.	-8%
COc1ccccc1N(O)C1CC(=O)N(c2ccc(Br)cc2)C1=O (configuration not stated)	-8%	-15%	?	i	-11%	12%[10 µM]	14µM*	?
COc1cccc(NC(=O)COC(=O)c2c(F)cccc2Cl)c1	-1%	.	-8%	-11%	5%	-2%	-11%	-1%
CCSc1nc2ccccc2n1Cc1ccccc1F	2%	18%	-9%	i	-9%	0%[10 µM]	?	-4%
COc1ccc(-n2c(O)c(/C=N/n3cnnc3)c3ccccc3c2=O)cc1	0%	-11%	-7%	-4%	5%	-4%	-7%	4%
CC1CCN(c2ccccc2NC(=S)NC(=O)c2ccc(-c3cccc([N+](=O)[O-])c3)o2)CC1	2%	-4%	-17%	i	-22%	-7%	-14%	3%
CC(C)N(Cc1ccccc1)C(=O)c1ccc2nsnc2c1	-1%	-13%	-6%	2%	12%	4%[10 µM]	-5%	9%
Cc1nn(-c2ccccc2)c2c1C(=O)NC(=O)C(C)(C)C2	-1%	5%	5%	i	-10%	7%	-5%	-5%
Cc1cccc(OCCSc2nc(N)cc(N)n2)c1	0%	-2%	-7%	i	-3%	20%[10 µM]	-4%	-11%
CSC1=C(C#N)C(c2ccccc2)C(C(C)=O)=C(C)N1 (configuration not stated)	1%	5%	10%	i	3%	.	9%	-1%
Cc1ccc(NC(=O)CCS(=O)(=O)c2cccc3nonc23)c(C)c1	-33%	.	7%	.	-3%	.	8%	2%
COc1cccc(CNC(=O)CCC2CCCN(C/C=C/c3ccccc3OC)C2)c1 (configuration not stated)	-2%	-4%	-1%	-29%	2%	?	-11%	1%
CC(Sc1nc(=O)cc(N)n1CCc1ccccc1)C(=O)Nc1ccccc1C#N (configuration not stated)	1%	.	-18%	.	-3%	.	-12%	-4%
COc1cc(C(=O)NC2CCCCC2)ccc1OCc1ccc(Cl)cc1Cl	-2%	3%	-6%	-5%	5%	.	-3%	-4%

One compound at a time, from the list above:
`Cc1ccc(NC(=O)CCS(=O)(=O)c2cccc3nonc23)c(C)c1` in the list: TexasRed fluor = -33%; L3MBTL1 inh = .; Tau fluor cs = 7%; RECQ1 inh = .; TRb-SRC2 inh = -3%; HTT ATP protect = .; Tau fibril ThT = 8%; Tau fibril FP = 2%
`COc1cccc(CNC(=O)CCC2CCCN(C/C=C/c3ccccc3OC)C2)c1` (configuration not stated) in the list: TexasRed fluor = -2%; L3MBTL1 inh = -4%; Tau fluor cs = -1%; RECQ1 inh = -29%; TRb-SRC2 inh = 2%; HTT ATP protect = ?; Tau fibril ThT = -11%; Tau fibril FP = 1%

Some values from the results shown:
CSC1=C(C#N)C(c2ccccc2)C(C(C)=O)=C(C)N1 (configuration not stated) in TRb-SRC2 inh = 3%
Cc1cccc(OCCSc2nc(N)cc(N)n2)c1 in Tau fluor cs = -7%
COc1cc(C(=O)NC2CCCCC2)ccc1OCc1ccc(Cl)cc1Cl in Tau fibril ThT = -3%
CC(Sc1nc(=O)cc(N)n1CCc1ccccc1)C(=O)Nc1ccccc1C#N (configuration not stated) in TexasRed fluor = 1%
Cc1nn(-c2ccccc2)c2c1C(=O)NC(=O)C(C)(C)C2 in Tau fibril FP = -5%
